Screens as filed in PubChem BioAssay.
CaV13 FRET inh – Disruptors of the CACNA1D IQ motif to Ca2+-dependent inactivation inhibitor domain association, primary screening, Förster resonance energy transfer in intact living …; HEK cells, CFP/YFP FRET ICDI-IQ, plate reader, 10 min; percent FRET-ratio fall versus neutral wells; inhibition, % at 12.3 µM; actives 0.098% (n = 340,000);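 active means mean replicate inhibition of at least 30% and at least 1% of replicates passing that level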;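 further: 0% = median of the neutral control wells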
Glyco luc inh – N-linked glycosylation inhibition | D54 ERlucT glycosylation luciferase reporter, 24 h; percent of 100 nM tunicamycin response | reporter increase, % at 12.5 µM | actives 0.23% (n = 360,000);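 active means mean luciferase reporter signal, scaled so untreated is 0 and the glycosylation-blocking control 100, at or above a set limit in every replicate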;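 further: luciferase carries N-glycosylation sites so blocking glycosylation raises the light; 0% = median of neutral control wells and 100% = median of 100 nM tunicamycin wells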
H9c2 protect – protects H9c2 cardiomyocytes from peroxide injury | H2O2 injury protection, ATPLite, 2 h | protection from H2O2 cell death, % at 20 µM | AID 588492 | actives 0.63% (n = 360,000);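 active means compounds giving at least 50% protection of heart cells from peroxide-induced death in the single-dose screen, raw or plate-pattern-corrected value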;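 further: 0% = DMSO wells with peroxide and 100% = DMSO wells without peroxide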
Vif imaging – HIV Vif inhibition | HEK293T cells, Vif self-association by quenched fluorescence, imaging, 24 h | inhibition, % at 7.49 µM | actives 0.35% (n = 340,000) | AID 602346; in the data active means inhibition above about 50%, passing the limit was not always enough; further: some results filed as inactive read as strong as hits
HTR2A ag – mouse HTR2A agonism via beta-arrestin recruitment; P35363; CHO-K1 mHTR2A beta-arrestin complementation, luminescence; percent of 30 µM serotonin response; activation, % at 7.6 µM; actives 0.66% (n = 360,000);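 active means activation above a run cutoff, the mean activation of all tested compounds plus 3 SD, cut at about 14% in these data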;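 further: 0% = plate median of compound wells and 100% = 30 µM serotonin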
Target sequence (P35363 whole entry, looked up): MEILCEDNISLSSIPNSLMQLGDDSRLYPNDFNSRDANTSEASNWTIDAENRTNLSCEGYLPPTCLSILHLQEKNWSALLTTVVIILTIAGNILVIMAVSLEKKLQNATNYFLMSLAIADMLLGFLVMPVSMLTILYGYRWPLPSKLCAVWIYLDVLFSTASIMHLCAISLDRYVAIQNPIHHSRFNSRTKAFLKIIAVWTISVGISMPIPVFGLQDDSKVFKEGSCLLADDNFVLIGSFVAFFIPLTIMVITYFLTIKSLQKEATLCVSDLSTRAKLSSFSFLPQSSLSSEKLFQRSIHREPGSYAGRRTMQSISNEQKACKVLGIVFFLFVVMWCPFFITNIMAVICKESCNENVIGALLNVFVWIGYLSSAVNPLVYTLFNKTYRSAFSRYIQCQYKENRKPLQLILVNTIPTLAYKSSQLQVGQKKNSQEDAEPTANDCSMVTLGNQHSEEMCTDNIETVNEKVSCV
ABCB6 inh 2 – blocks the human ABCB6 transporter; Q9NP58; fluorescence ratio to DMSO, % at 10 µM; K562-ABCB6 porphyrin accumulation, flow cytometry, 1 h; stronger effect = lower value; actives 0.19% (n = 360,000);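 active means fluorescence ratio to DMSO below 75%, the collection mean minus 3 SD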;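 further: signal is porphyrin accumulated inside mitochondria; 100% equals median channel fluorescence of DMSO control wells; lower ratio means ABCB6 inhibition with less porphyrin fluorescence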
PDI turbidity – inhibitors of human protein disulfide isomerase; PDI insulin aggregation turbidity, A650, 90 min; inhibition, % at 10 µM; actives 0.052% (n = 350,000); AID 588391;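 active means mean inhibition across replicates of 30% or more, whatever share of single replicates reach that level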;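 further: absorbance from insulin aggregation driven by PDI reduction with DTT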
Target sequence (P07237 whole entry, looked up): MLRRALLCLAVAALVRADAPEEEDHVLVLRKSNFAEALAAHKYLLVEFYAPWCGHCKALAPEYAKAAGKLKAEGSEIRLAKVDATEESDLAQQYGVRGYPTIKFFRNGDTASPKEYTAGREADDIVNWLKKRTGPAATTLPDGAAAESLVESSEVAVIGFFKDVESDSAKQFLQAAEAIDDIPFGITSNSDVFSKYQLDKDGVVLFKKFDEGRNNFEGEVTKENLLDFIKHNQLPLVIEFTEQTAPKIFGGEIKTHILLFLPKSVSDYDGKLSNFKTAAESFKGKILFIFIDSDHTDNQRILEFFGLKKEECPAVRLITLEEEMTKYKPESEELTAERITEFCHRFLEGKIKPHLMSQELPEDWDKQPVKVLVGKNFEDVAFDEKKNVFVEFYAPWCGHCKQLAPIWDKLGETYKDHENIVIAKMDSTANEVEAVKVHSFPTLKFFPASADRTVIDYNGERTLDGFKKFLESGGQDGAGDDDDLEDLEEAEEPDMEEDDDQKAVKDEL
iPSC survival up – increases survival of single human iPS cells. hiPSC single-cell survival, ATPlite luminescence; 100% = ROCK inhibitor wells, 0% = DMSO. survival enhancement, % at 20 µM. actives 0.044% (n = 360,000); in the data active means survival enhancement above about 18%;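 further: cells exposed to compounds for 16 hours before the ATP read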
Exocytosis inh – lytic granule exocytosis inhibition; TALL-104 LAMP-1 surface exposure, flow cytometry; cells stimulated with thapsigargin and PMA; inhibition, % at 10 µM; actives 0.66% (n = 360,000); AID 651702;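 active means inhibition above about 55%, limit read from the data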
aDG glyco act – increases alpha dystroglycan glycosylation; Pro5-aDG cells, alpha-DG glycosylation AlphaScreen (IIH6); 0% Pro5, 100% B10-LARGE cell signal; activation, % at 10 µM; actives 0.22% (n = 360,000);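 active means activation of at least 8% versus controls, or a plate z-score of at least 8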;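 further: Pro5 are CHO cells carrying HIG-tagged alpha-DG that lacks glycosylation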
* = called active by the depositor; x = not tested or not shown.

1: O=C(NCC(c1ccco1)N1CCCC1)c1cn(-c2ccccc2)nc1-c1ccc(F)cc1 (centres undefined)
2: CN(C)c1nc(=S)nc(NCc2ccccc2)[nH]1
3: COCCN(C(=O)CC1OC(=O)c2ccccc21)c1c(N)n(Cc2ccccc2)c(=O)[nH]c1=O (centres undefined)
4: CCCCCCN1C[C@@H](n2cc(COC(=O)c3ccccc3)nn2)[C@H](O)C[C@@H]1c1ccc(Cl)cc1
5: COc1ccc(NC(=O)Nc2cccc3c2O[C@H](CN(C)C(=O)Nc2c(C)noc2C)[C@@H](C)CN([C@H](C)CO)C3=O)cc1
6: CCn1ncc(Cl)c1C(=O)NC(=S)Nc1c(C)cc(C)cc1[N+](=O)[O-]
7: N#Cc1c(N)nc(-c2ccccc2)nc1-c1ccccc1
8: O=C(Cc1ccccc1)Nc1ccccc1C(=O)O

compound no. | 1 | 2 | 3 | 4 | 5 | 6 | 7 | 8
CaV13 FRET inh | -6 | -3 | -5 | -4 | -5 | -3 | -3 | -5
Glyco luc inh | -1 | 2 | 0 | -3 | 4 | -2 | 3 | 1
H9c2 protect | -1 | 16 | 4 | -24 | 7 | -7 | -10 | -4
Vif imaging | -8 | 3 | 7 | -20 | 9 | 4 | x | 2
HTR2A ag | -4 | -1 | -4 | -1 | 9 | -3 | -1 | 1
ABCB6 inh 2 | 100 | 100 | 99 | 92 | 98 | 93 | 97 | 98
PDI turbidity | 1 | 4 | -6 | 3 | 15 | -4 | -3 | 1
iPSC survival up | -0.4 | -0.6 | -0.4 | 1.5 | 4.0 | 2.4 | 1.4 | 0.1
Exocytosis inh | 15 | 0 | -2 | -10 | -3 | -5 | -5 | -2
aDG glyco act | 0.0 | 0.3 | -0.2 | 0.3 | 0.0 | 0.5 | 0.0 | 0.1

9: COc1cc2c(cc1OC)C1=NC(=O)CN1C(SCc1ccccc1C)=N2
10: CC(C)C(=O)N1CCN(c2ccccc2NC(=O)COc2ccccc2)CC1
11: CCn1c(=O)cc(SCC(=O)Nc2cccc(C)n2)c2ccccc21
12: CCN(CC)C(=O)Cn1cc(S(=O)(=O)CC(=O)N2CCCCCC2)c2ccccc21
13: OC(CN1CCN(c2ccc(F)cc2)CC1)c1ccc(Cl)cc1 (centres undefined)
14: Cc1ccc(C(=O)Nc2ncccc2C)cc1S(=O)(=O)N1CCCCC1
15: CCOC(=O)C1(CC2CCCCO2)CCN(C(=O)NCc2ccccc2)CC1 (centres undefined)
16: O=C(C1COc2ccccc2O1)N1CCn2c(nc3ccccc32)C1 (centres undefined)

compound no. | 9 | 10 | 11 | 12 | 13 | 14 | 15 | 16
CaV13 FRET inh | -6 | 0 | -4 | -2 | -21 | -6 | -4 | -2
Glyco luc inh | -4 | -1 | 1 | 0 | 0 | -2 | -1 | -1
H9c2 protect | 6 | 14 | -2 | 0 | 2 | -1 | -1 | -10
Vif imaging | -7 | 0 | 3 | -13 | 8 | -2 | -2 | 3
HTR2A ag | 3 | -1 | 1 | 0 | -10 | 2 | 3 | 3
ABCB6 inh 2 | 100 | 95 | 97 | 98 | 96 | 101 | 97 | 100
PDI turbidity | -4 | -4 | -2 | -6 | -1 | 7 | 3 | x
iPSC survival up | 1.2 | 0.3 | -2.3 | 0.0 | -0.1 | -0.5 | 0.1 | 3.3
Exocytosis inh | 0 | -1 | 0 | 5 | 2 | 10 | -2 | 3
aDG glyco act | -0.1 | 0.3 | -0.2 | 0.0 | 0.2 | 0.3 | 0.0 | 0.1

17: COc1ccc(-n2nc3c(N4CCC(C(=O)N5CCCCCC5)CC4)nnc(C)c3c2C)cc1
18: COc1cccc(C(=O)NNC(=O)c2ccc3ccccc3c2)c1
19: CCOC(=O)C(c1ccccc1)C(Nc1ccccc1)c1ccccn1 (centres undefined)
20: CCOCc1nnc(NC(=O)c2ccc(OC)cc2)s1
21: CCc1nc2ccc(C(=O)N(CC)CCN(C)C)cn2c1N(C)C(=O)c1cccc(OC)c1
22: NS(=O)(=O)c1ccc(N2CCN(C(=O)c3ccco3)CC2)nc1
23: COc1cccc2c1Oc1ncccc1N(C(=O)CCC(=O)NCc1ccc(F)cc1)C2
24: O=C(CCNS(=O)(=O)c1ccccc1)N1CCN(c2ccccc2)CC1

compound no. | 17 | 18 | 19 | 20 | 21 | 22 | 23 | 24
CaV13 FRET inh | -4 | -5 | 3 | 1 | -5 | -5 | -6 | x
Glyco luc inh | 5 | 0 | -2 | 0 | -2 | -2 | 2 | 1
H9c2 protect | 5 | -3 | -2 | 0 | -2 | 2 | 2 | 3
Vif imaging | 8 | -22 | 7 | -10 | 6 | -1 | -1 | -3
HTR2A ag | -3 | 0 | -3 | 4 | 3 | 5 | -3 | -4
ABCB6 inh 2 | 101 | 102 | 82 | 92 | 111 | 92 | 102 | 97
PDI turbidity | 9 | 5 | 2 | -10 | -6 | -1 | 8 | 6
iPSC survival up | -0.1 | 0.9 | 0.1 | -2.8 | 0.7 | 0.9 | 1.3 | -0.3
Exocytosis inh | 9 | -3 | 16 | 2 | -1 | -4 | 12 | -3
aDG glyco act | 0.6 | 0.1 | 0.0 | -0.1 | -0.3 | 0.4 | 0.1 | 0.1

25: NC(=O)CC(NC(=O)Cc1cccc2ccccc12)c1ccc(N2CCCCCCC2)c([N+](=O)[O-])c1 (centres undefined)
26: C=CCn1c(=S)[nH]c2sc3c(c2c1=O)CCCC3
27: CCN(CC)c1cc(C)c2cc(NC(=O)c3ccc(Br)o3)ccc2n1
28: O=C(c1cccnc1)N1CCC2CC1c1c(Cl)cccc12 (centres undefined)
29: COc1cc(NC(=O)CN(c2cc(C)cc(C)c2)S(=O)(=O)c2c(C)[nH]c(=O)[nH]c2=O)cc(OC)c1
30: O=C(NCCc1ccccc1)c1cccs1
31: CC1CCCCC1NC(=O)CCNS(=O)(=O)c1cc(Br)cnc1N (centres undefined)
32: COC(=O)c1ccc(NC(=O)Nc2ccc3c(c2)nc(C)n3C)cc1

compound no. | 25 | 26 | 27 | 28 | 29 | 30 | 31 | 32
CaV13 FRET inh | -5 | -3 | -4 | -4 | -3 | -5 | -3 | -3
Glyco luc inh | 0 | 3 | 2 | 1 | 2 | -10 | -1 | -1
H9c2 protect | -11 | 16 | 10 | -3 | 0 | 4 | -2 | -15
Vif imaging | -3 | -3 | -30 | x | -3 | 26 | 2 | -3
HTR2A ag | -8 | 5 | -4 | -2 | -11 | -7 | -2 | -4
ABCB6 inh 2 | 103 | 95 | 96 | 100 | 101 | 96 | 99 | 100
PDI turbidity | -4 | 4 | 19 | 2 | -2 | -7 | 1 | -3
iPSC survival up | 2.3 | 0.0 | -0.4 | 0.7 | 0.6 | -1.3 | 0.3 | -0.4
Exocytosis inh | 10 | -15 | 1 | -3 | -3 | 2 | -5 | 2
aDG glyco act | -0.2 | -0.2 | 1.7 | 1.1 | -0.1 | 0.1 | 0.1 | 0.1

Record cards, from the list above. Values in the order: CaV13 FRET inh | Glyco luc inh | H9c2 protect | Vif imaging | HTR2A ag | ABCB6 inh 2 | PDI turbidity | iPSC survival up | Exocytosis inh | aDG glyco act
Record of O=C(NCCc1ccccc1)c1cccs1 : -5 | -10 | 4 | 26 | -7 | 96 | -7 | -1.3 | 2 | 0.1
Record of O=C(c1cccnc1)N1CCC2CC1c1c(Cl)cccc12 (centres undefined) : -4 | 1 | -3 | x | -2 | 100 | 2 | 0.7 | -3 | 1.1

Next compounds:
33: COc1ccc(CN2CCC[C@]3(N[C@H](c4ccc(C(F)(F)F)cc4)[C@@H]4C(=O)N(C)C(=O)[C@@H]43)C2=O)cc1
34: C#CCOCCOCCOCCNc1nc(N2CCN(C(=O)[C@H]([C@@H](C)O)n3cc(CCCCN)nn3)CC2)nc(N2CCN(C(=O)[C@H](CCCCN)n3cc(CCC(=O)O)nn3)CC2)n1
35: CC1CN(C(=O)CCC(=O)NCc2ccc(F)cc2)c2ccccc2S1 (centres undefined)
36: COc1ccc(CNc2nc3nc(C)cc(C)n3n2)cc1
37: COc1ccc(NS(=O)(=O)c2cc(NC(=O)C3CC3)ccc2N2CCOCC2)cc1
38: Cc1ccc2nsnc2c1S(=O)(=O)N1CCCC1C(=O)O (centres undefined)
39: O=C(NC1CCCC1)C1CCN(S(=O)(=O)N2CCCCC2)CC1
40: O=C1CCC(C(=O)N2CCCCO2)CN1CCc1ccc(Cl)cc1 (centres undefined)

compound no. | 33 | 34 | 35 | 36 | 37 | 38 | 39 | 40
CaV13 FRET inh | -3 | -5 | 8 | -7 | -3 | -5 | -4 | x
Glyco luc inh | -1 | -1 | 1 | 2 | 3 | 0 | 3 | -2
H9c2 protect | -15 | 6 | 3 | 1 | -6 | 5 | 4 | -2
Vif imaging | -6 | -3 | x | 7 | -5 | 1 | 1 | -7
HTR2A ag | -9 | 0 | -4 | 2 | -4 | 2 | 2 | 1
ABCB6 inh 2 | 96 | 100 | 97 | 100 | 95 | 102 | 100 | 97
PDI turbidity | -5 | 10 | x | -1 | 9 | -3 | 5 | -1
iPSC survival up | -0.9 | 2.9 | -2.4 | -1.5 | -0.5 | -3.1 | 1.8 | -0.5
Exocytosis inh | -1 | -1 | -2 | 2 | -1 | -1 | -1 | -5
aDG glyco act | -0.1 | 0.9 | -0.3 | 0.2 | 0.0 | 0.1 | -0.2 | -0.1

41: C=C(C)Cn1c(=O)c(NC(=O)c2ccccc2)c2n(c1=S)CCC2
42: O=C(NCCCn1ncc2ccccc21)c1cc(COc2c(F)cccc2F)on1
43: CCOC(=O)[C@]12CCC=C1N(Cc1cccc3ccccc13)C(=O)[C@H](CC(=O)N1CCSCC1)C2
44: O=[N+]([O-])c1ccc(S(=O)(=O)N2CCN(Cc3c[nH]c4ccccc34)CC2)cc1
45: CC1CCC(NC(=O)COC(=O)C2CC3CCCC(C2)C3=O)CC1 (centres undefined)
46: COc1cccc(C(C(=O)NC2CCCC2)N(C(=O)c2ccco2)c2ccc(-n3cnnn3)c(C)c2)c1OC (centres undefined)
47: O=S(=O)(Nc1ncccn1)c1ccc(NC(=S)Nc2ccc(Cl)cc2)cc1
48: CCOc1ccc(-n2nc3ccc(NC(=O)CC)cc3n2)cc1

compound no. | 41 | 42 | 43 | 44 | 45 | 46 | 47 | 48
CaV13 FRET inh | -4 | -5 | -3 | -3 | -5 | -5 | -13 | -20
Glyco luc inh | 0 | -1 | x | -3 | 1 | 1 | 1 | 0
H9c2 protect | 6 | -6 | x | 0 | 2 | -2 | -8 | -12
Vif imaging | x | 3 | x | 17 | 7 | 0 | 0 | -7
HTR2A ag | -2 | -9 | 2 | 6 | -7 | -1 | 6 | 2
ABCB6 inh 2 | 95 | 321 | 96 | 95 | 103 | 96 | 100 | 98
PDI turbidity | 9 | 1 | x | 1 | -3 | 4 | 0 | -9
iPSC survival up | 0.4 | 0.1 | -0.3 | -1.6 | 5.7 | -1.0 | -0.8 | -0.7
Exocytosis inh | 0 | -1 | -2 | 29 | -3 | -3 | 0 | 14
aDG glyco act | 0.0 | -0.5 | -0.1 | 2.7 | 0.0 | 0.6 | 0.0 | 0.1
